Screening results: PubChem, several laboratories
TRPC4 act: opens the mouse TRPC4 cation channel; HEK293 TRPC4beta/mu-opioid, Fluo4 calcium fluorescence; hits give high values; B-score at 10 µM; actives 0.49% (n = 310,000); AID 2237;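 active means B-score above 5 SD of library B-scores, and initial fluorescence ratio not above library mean plus 5 SD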;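 further: positive B-score marks a calcium rise read as TRPC4 activation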
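Technique: kinetic Fluo4 calcium fluorescence; Test system: TRPC4beta and mu-opioid receptor HEK293 stable cells; Measure: B-scored integrated calcium fluorescence ratio; Benchmarks: low control buffer alone, high control maximal DAMGO; Schedule: 45 min room-temperature Fluo4 loading, 110 s read.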
HIF activator: HIF pathway transcriptional activation. U2OS HRE-luciferase reporter, luminescence; normalized: DMSO 0%, desferrioxamine 100%. AID 1910. actives 0.32% (n = 300,000). activation, % at 7.5 µM (by protocol);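 active means mean activation of at least 10% of the iron chelator positive control signal, with at least half of replicates also reaching 10%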
TRPC4 PAM: TRPC4 (mouse) allosteric potentiation. Q9QUQ5. HEK293 TRPC4beta/mu-opioid, DAMGO EC20, Fluo-4 Ca2+ flux; hits give high values. B-score at 10 µM. actives 0.42% (n = 310,000);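 active means B-score of calcium response area above 5 SD of library B-scores, with initial fluorescence ratio within 5 SD of library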;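 further: B-score of integrated fluorescence ratio over time as area under calcium response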
aSyn UTR inh: 5' untranslated region of α-synuclein, MLPCN primary screen. AID 1813. inhibition, % (tested at 7.5 µM). actives 0.82% (n = 300,000). alpha-synuclein 5'UTR reporter, inhibitor activity; in the data active means inhibition above about 60%;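 further: H4 neuroglioblastoma cells stably carrying SNCA 5'UTR luciferase fusion; 0% = DMSO wells and 100% = positive control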
MrgX1 antag: antagonists of human MrgX1 receptor; B-score at 10 µM; actives 1.3% (n = 310,000); MRGX1-HEK293 calcium flux, Fluo-4, BAM8-22 antagonism; hits give low values;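 active means calcium-response B-score plate-corrected more than 3 library SD below zero, starting fluorescence within 5 deviations, no agonist response on first addition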;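 further: peak minus trough fluorescence over baseline after final BAM8-22 challenge near maximal dose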
Target sequence (Q96LB2 whole entry, looked up): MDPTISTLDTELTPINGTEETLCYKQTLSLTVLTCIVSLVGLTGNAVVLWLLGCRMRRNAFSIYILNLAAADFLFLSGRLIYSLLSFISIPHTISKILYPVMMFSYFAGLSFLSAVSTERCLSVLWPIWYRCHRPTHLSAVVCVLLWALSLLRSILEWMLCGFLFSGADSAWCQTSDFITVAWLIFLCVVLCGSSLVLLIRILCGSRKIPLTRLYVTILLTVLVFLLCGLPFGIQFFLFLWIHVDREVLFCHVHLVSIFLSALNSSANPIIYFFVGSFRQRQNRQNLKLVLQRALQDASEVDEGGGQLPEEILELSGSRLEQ
IEC-6 cytotox: IEC-6 cytotoxicity, counter-screen for KLF5 inhibitors | actives 0.78% (n = 290,000) | luminescence viability | inhibition, % at 5 µM; in the data active means inhibition above about 22%;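 further: 0% = plate median of test compound wells and 100% = cytotoxic reference compound wells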
TRPC6 inhibitor: blocks the mouse TRPC6 cation channel; B-score at 10 µM; HEK293-TRPC6, membrane potential dye, ACh-evoked depolarization; hits give low values; actives 1.1% (n = 310,000); Q61143;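 active means B-score under library mean minus 3 SD, initial fluorescence not abnormally high, positive integrated signal ratio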;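 further: B-score derived from integrated fluorescence ratio over the kinetic read; more negative B-score means stronger inhibition of depolarization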
KLF5 inhibitor: kruppel-like factor 5 inhibition. DLD-1 KLF5 promoter-luciferase reporter, luminescence. AID 1700. inhibition, % at 5 µM. actives 0.23% (n = 290,000);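 active means inhibition above a per-plate limit of that plate's mean compound inhibition plus 3 SD, cut at about 60% in these data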;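 further: 0% = DMSO wells and 100% = LY294002 at 200 µM; higher means less KLF5 promoter-driven luciferase light; inactives centre near -14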
TRPC6 act: activates the mouse TRPC6 cation channel | Q61143 | HEK293-TRPC6 membrane potential dye fluorescence; hits give high values | actives 0.13% (n = 310,000) | AID 2550 | B-score at 10 µM;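 active means B-score of the integrated fluorescence ratio above library mean plus 3 SD, and starting fluorescence ratio within library mean plus 5 SD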;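 further: higher score means more depolarization so channel activation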
TRPC4 inh: blocks the mouse TRPC4 cation channel; Q9QUQ5; HEK293 TRPC4beta/mu-opioid, DAMGO-evoked Fluo4 calcium flux; hits give low values; B-score at 10 µM; actives 0.39% (n = 300,000);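 active means B-score over 3 SD under the library average, no early fluorescence shift, positive overall ratio signal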
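Material: HEK293 cells with stable TRPC4beta plus mu-opioid receptor expression; probe or stimulus: DAMGO in two steps, submaximal then maximal; technique: Fluo4 calcium fluorescence by kinetic imaging, 5 s 1 Hz baseline; measure: integrated fluorescence ratio relative to baseline, converted to per-well B score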
SKKanGAS inh: SKKanGAS growth inhibition; S. pyogenes SKKanGAS, kanamycin growth, BacTiter-Glo, 6 h; inhibition, % at 7.5 µM; actives 1.3% (n = 300,000);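 active means mean replicate score, as percent of positive control median, at least 50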;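 further: strain carries kanamycin resistance gene driven by streptokinase promoter and grows in 40 µg/ml kanamycin; loss of luminescence reflects streptokinase promoter inhibition or plain growth inhibition; 0% = median of DMSO wells and 100% = positive control at its reference dose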
* marks the source's active call; other numbers are inactive results; i = inactive; . = not tested or not shown. Not a hit list. Share with any hit: about 5.8%.

entry	structure	TRPC4 act	HIF activator	TRPC4 PAM	aSyn UTR inh	MrgX1 antag	IEC-6 cytotox	TRPC6 inhibitor	KLF5 inhibitor	TRPC6 act	TRPC4 inh	SKKanGAS inh
1	O=C(N/N=C\c1cn[nH]c1-c1ccccc1)c1ccc([N+](=O)[O-])cc1	i	0.4	i	-29	i	-8	i	-28	i	i	-4
2	NNC(=O)c1nnn(-c2nonc2N)c1-c1cccs1	i	0.3	i	15	i	4	i	6	i	i	-8
3	C/C(CC(=O)NC12CC3CC(CC(C3)C1)C2)=N\NC(=O)Cc1cccs1	i	0.3	i	13	i	8	i	-9	i	i	-3
4	NC(N)=N/N=C/c1ccc(OCc2ccc(Cl)cc2)cc1	i	-1.0	i	-66	i	12	i	-114	i	i	28
5	O=c1cc(N2CCCCC2)c(-c2ccccc2)nn1Cc1c(Cl)cccc1Cl	i	-0.4	i	54	i	-3	i	-66	i	i	107*
6	COc1ccc(C(=O)N/N=C/c2ccccc2OC(=O)c2ccccc2)cc1	i	5.5	i	53	i	94*	i	-64	i	i	22
7	Cc1ccccc1NS(=O)(=O)c1cc(S(C)(=O)=O)ccc1C	i	-0.1	i	27	i	-4	i	5	i	i	0
8	CCCCCC(=O)NNC(=S)NC(=O)c1cccc([N+](=O)[O-])c1	60*	62*	i	-12	i	0	i	-3	i	i	-14
9	Cc1ccc(NC(=O)CNCc2ccccc2)cc1Br	i	2.3	i	-17	i	-1	i	-32	i	i	-6
10	COCCN(CC(=O)NCc1ccc(F)cc1)C(=O)CCC(=O)Nc1ccccn1	i	-0.1	i	1	i	0	i	-15	i	i	0
11	COc1ccc(C(=O)Nc2cccc(S(C)(=O)=O)c2)cc1OC	i	-0.1	i	7	i	5	i	-29	i	i	-6
12	Cc1ccc(S(=O)(=O)CCSc2nc(C)cc(C)c2C#N)cc1	i	-0.1	i	11	i	4	i	5	i	i	-4
13	COc1ccc(-c2cc(C(=O)N3CCN(c4cccc(C)c4C)CC3)c3ccccc3n2)cc1OC	i	2.2	i	17	i	.	i	.	i	i	29
14	CC(/C=C/c1ccccc1F)=N\NC(=O)c1ccc(Cl)cc1	i	-0.2	i	-20	i	0	i	-19	i	i	46
15	COc1ccc(-c2nnn(CC(=O)N(CCCN3CCOCC3)C(C(=O)NC3CCCC3)c3ccc(C)o3)n2)cc1 (stereo not drawn)	i	-0.3	i	3	i	3	i	-10	i	i	-5
16	CNC(=S)/N=C/NOCc1c(Cl)cccc1Cl	i	0.2	i	-39	i	-2	i	-1	i	i	4
17	COC(=S)Nc1cccc(C(F)(F)F)c1	i	-0.1	i	-14	i	-7	i	-32	i	i	19
18	C[C@H](NS(=O)(=O)c1ccccc1)C(=O)OCC(=O)NC(=O)Nc1ccc2c(c1)OCCO2	i	0.5	i	-29	i	-3	i	-17	i	i	4
19	CNC(=O)c1c(NC(=O)c2cccc(N3C(=O)CCC3=O)c2)sc2c1CCCC2	i	1.3	i	1	i	0	i	-9	i	i	-3
20	Cc1cc([N+](=O)[O-])ccc1NC(=O)COc1nsnc1N1CCOCC1	i	0.2	i	14	i	-3	i	-4	i	i	1
21	Cc1cc(SCC(=O)c2ccccc2)nc(=O)[nH]1	i	2.0	i	-107	i	-3	i	-98	i	i	-1
22	CCOC(=O)c1cc2c(C)nn(-c3ccccc3)c2s1	i	0.3	i	-25	i	1	i	-13	i	i	-2
23	Cc1cnc(C(=O)Nc2ccccc2-c2nnn(CC(=O)NC3CCCC3)n2)cn1	i	1.2	i	1	i	0	i	-15	i	i	10
24	Cc1ccc(N(Cc2ccccc2)C(=O)c2cc(S(=O)(=O)N3CCOCC3)ccc2N2CCCC2)cc1	i	-0.1	i	-5	i	.	i	.	i	i	-2
25	COc1cc(F)ccc1S(=O)(=O)N1CCN(Cc2ccccc2)CC1	i	0.2	i	-6	i	-8	i	-17	i	i	-4
26	COc1ccc(/C=N/n2cnnc2)cc1Br	i	-0.5	i	0	i	2	i	1	i	i	-12
27	Cc1c(NC(=O)C(C)Sc2nnc(-c3ccccc3)o2)c(=O)n(-c2ccccc2)n1C (stereo not drawn)	i	-39	i	-2	i	2	i	-21	i	i	17
28	Cc1ccc(CNC(=O)C2CCCN(c3nc4ccsc4c(=O)s3)C2)cc1 (stereo not drawn)	i	0.0	i	8	i	0	i	-15	i	i	1
29	Cc1cccc(CS(=O)(=O)Cc2ccc(C(=O)NCCCN3CCCC3)o2)c1	i	0.3	i	-1	i	-5	i	5	i	i	6
30	O=C(c1ccc2ccccc2c1)N1CCCCC1	i	-0.2	i	17	i	-4	i	-8	i	i	4
31	COc1ccc(CNC(=O)c2cc3c(=O)n4cccc(C)c4nc3n(CC3CCCO3)c2=N)cc1 (stereo not drawn)	i	0.4	i	-10	i	4	i	14	i	i	2
32	CCOC(=O)C(C)Sc1nnc(Cc2cc(=O)[nH]c(=O)[nH]2)n1-c1ccc(Cl)cc1 (stereo not drawn)	i	.	i	2	i	-4	i	-35	i	i	0
33	Cc1ccc(C(=O)C2CCN(C(=O)c3ccc(C)cc3)CC2)cc1	i	-0.8	i	16	i	9	i	-3	i	i	-2
34	O=C(CN1C(=O)c2cccc([N+](=O)[O-])c2C1=O)NCc1ccccc1	i	1.2	i	0	i	-4	i	-10	i	i	-1
35	CCCCn1c(N)c(N2CCOCC2)c(=O)n(CC(=O)NCCc2ccccc2)c1=O	i	0.3	i	-16	i	-8	i	-6	i	i	0
36	CCOc1ccccc1NC(=O)c1cccc2c1C(=O)N(C1CCCCC1)C2	i	0.9	i	0	i	4	i	-26	i	i	16
37	CCOC(=O)Cc1csc(NC(=O)c2cccnc2)n1	i	0.5	i	-31	i	4	i	17	i	i	-4
38	CCOC(=O)Cn1c(=NC(=O)CC)sc2c(C)cc(C)cc21	i	-0.2	i	2	i	0	i	6	i	i	-7
39	COc1ccc(C(=O)NNC(=O)CCn2nnc(-c3ccc(C)cc3)n2)cc1OC	i	-1.0	i	36	i	-2	i	-8	i	i	5
40	CN(C)c1nc(C(N)=O)nc(N2CCOCC2)n1	i	-0.2	i	11	i	5	i	-25	i	i	-3
41	COc1ccc(-c2nc3ncccc3o2)cc1NC(=O)c1cccs1	i	-0.1	i	-10	i	6	i	-3	i	i	-4
42	OC1(C#CCN2CCCC2)CCCCC1	i	-2.3	i	6	i	1	i	-8	i	i	-4
43	CCSc1nc2[nH]ncc2c(=O)[nH]1	i	-0.4	i	31	i	6	i	1	i	i	-4
44	CS(=O)(=O)Nc1ccc(C(=O)NC2CCCC2)cc1	i	0.4	i	0	i	-5	i	-12	i	i	-1
45	COc1cc(C(=O)OCC(=O)Nc2sccc2C(N)=O)cc(OC)c1OC	i	0.7	i	12	i	19	i	9	i	i	20
46	O=C(NCC1CCCN1S(=O)(=O)c1cccs1)c1cccc([N+](=O)[O-])c1 (stereo not drawn)	i	0.8	i	-8	i	.	i	.	i	i	1
47	FC(F)(F)c1nc2ccccc2nc1N/N=C/c1ccc(Cl)cc1	i	.	i	.	i	2	i	-12	i	i	0
48	Cc1ccc(CS(=O)(=O)Cc2ccc(C(=O)NCC3CCCO3)o2)cc1 (stereo not drawn)	i	-0.3	i	6	i	-5	i	-18	i	i	-4
49	CCOC(=O)C1C(=O)NC(c2ccccc2)=NC1c1ccc(Cl)cc1 (stereo not drawn)	i	-0.7	i	8	i	8	i	0	i	i	10
50	CCN(CC)c1ccc(/C=N/NC(=O)CCC(=O)NCc2ccccc2)c(O)c1	i	1.5	i	33	i	2	i	26	i	i	56*
51	Cc1nnc(SCC(=O)Nc2ccccc2C(=O)NC2CC2)s1	i	0.2	i	-4	i	-8	i	-21	i	i	-6
52	Cc1cc2oc(C(=O)N(Cc3cccs3)C3CCS(=O)(=O)C3)cc(=O)c2cc1Cl (stereo not drawn)	i	-0.1	95*	9	i	0	i	16	i	i	5
53	CCOc1ccccc1NC(=O)c1ccc([N+](=O)[O-])cc1	i	1.6	i	-42	i	-1	i	-21	i	i	-7
54	COc1ccc2c(C(=O)CN3CCSCC3)c[nH]c2c1	i	2.0	i	-63	i	6	i	-49	i	i	1
55	COc1ccc(-c2cc(=O)oc3c(O)c(O)ccc23)cc1	i	-1.1	i	-9	i	-3	i	2	i	i	36
56	Cc1cc2c(=O)n(Cc3ccco3)c(SCC(=O)N3CCCc4ccccc43)nc2s1	i	-0.4	i	30	i	-2	i	0	i	i	58*

(cont.)
entry	structure	TRPC4 act	HIF activator	TRPC4 PAM	aSyn UTR inh	MrgX1 antag	IEC-6 cytotox	TRPC6 inhibitor	KLF5 inhibitor	TRPC6 act	TRPC4 inh	SKKanGAS inh
57	CC1=C(C(N)=O)C(c2ccc(C)o2)C(C(N)=O)=C(C)N1	i	-0.4	i	-5	i	2	i	1	i	i	-4
58	Cc1cc(C)nc(NC(=O)/C=C/c2cccs2)c1	i	1.9	i	-155	i	6	i	-27	i	i	-14
59	Cc1ccccc1CN1CCCC(C(=O)Nc2ccc(-c3ccn[nH]3)cc2)C1 (stereo not drawn)	i	0.2	i	-10	i	2	i	-18	i	i	4
60	COc1cc(SC)ccc1C(=O)Nc1ccccc1C#N	i	4.1	i	-192	i	6	i	-12	i	i	-7
61	N#Cc1ccccc1CSc1nnc(-c2ccncc2)o1	i	-10.0	i	-114	i	-8	i	-117	i	i	-15
62	CCOC(=O)N1CCN(S(=O)(=O)N2CCCC(C(=O)NCCCN3CC(C)CC(C)C3)C2)CC1 (stereo not drawn)	i	-0.4	i	23	i	4	i	-11	i	i	-2
